High-throughput results from PubChem.
PfHsp90 yeast 2 = growth inhibition of yeast expressing Plasmodium Hsp90. S. cerevisiae expressing PfHsp90, BacTiter-Glo ATP, 48 h; yeast lacking PDR1 and PDR3 efflux regulators. inhibition, % at 9.4 µM. 310,000 tested, 0.32% active;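 active = every replicate shows inhibition above about 80%, whatever the replicate mean, limit read from the data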;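 also: 0% = DMSO neutral controls and 100% = 20 µM radicicol positive controls; yeast relying on Plasmodium falciparum Hsp90 in place of its own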
Ecoli viability = counter-screen for AddAB inhibitors: E. coli growth inhibition; inhibition, % at 11.9 µM; 330,000 tested, 0.27% active; AID 449728; E. coli V3065 growth, OD600 absorbance, 18 h;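 active = inhibition above the campaign's mean inhibition across all tested compounds plus 3 SD, cut at about 9.9% in these data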;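 also: uninfected addAB+ strain grown without phage in ampicillin broth; 0% = DMSO wells and 100% = ciprofloxacin 0.95 µg/ml wells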
OPRM1-OPRD1 inv = inverse agonist of human OPRM1-OPRD1 heterodimerization. P35372+P41143. cell-based MOR-DOR heterodimer luminescence, inverse agonism. inhibition, % at 9.3 µM. 340,000 tested, 0.21% active. AID 504357; in the data active = inhibition above about 22%, passing the limit was not always enough;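 also: 0% = cells with DMSO and 100% = wells without cells with DMSO; values of inactives mirror those of a sister screen read the other way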
OPRM1-OPRD1 ag = agonists of human mu-delta opioid receptor heterodimerization. P35372+P41143. cells, OPRM1-OPRD1 heterodimerization, luminescence. activation, % at 9.3 µM. 340,000 tested, 0.3% active; in the data active = activation above about 18%;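 also: 0% = vehicle-treated cells and 100% = reference agonist; values of inactives mirror those of a sister screen read the other way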
phage Ecoli inh = E. coli growth loss with phage present. growth absorbance. inhibition, % at 11.9 µM. 360,000 tested, 0.26% active; in the data active = inhibition above about 11%
HTR5A inv ctr = inverse agonist of human HTR5A in OPRM1-OPRD1 counter-screen | P47898 | HTR5A cell line, luminescence, inverse agonism | inhibition, % at 9.3 µM | 340,000 tested, 0.083% active; in the data active = inhibition mostly above about 23%, no sharp cut-off; inactive = mostly below about 18%;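 also: 0% = cells with DMSO and 100% = no-cell wells with DMSO; some compounds called inactive have numbers as strong as hits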
AddAB inh = less growth of phage-infected E. coli with AddAB | E. coli expressing H. pylori AddAB, absorbance growth | inhibition, % at 11.9 µM | 330,000 tested, 0.29% active; in the data active = inhibition above about 12%;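 also: 0% = vehicle wells of infected cells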
PKA-R1A act = activators of PKA-R1A complex; AID 504707; activation, % at 11.4 µM; P00514+P68181; PKA-R1A dissociation, Cy5-IP20 fluorescence polarization; scaled: DMSO 0%, 113 µM cGMP 100%; 340,000 tested, 0.083% active;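 active = percent activation above the mean of all tested compounds plus 3 SD, cut at about 19% in these data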;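 also: higher means more PKAc released from R1A so a rise in polarization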
DSG3 Ab inh = blocks pemphigus antibody binding to human desmoglein-3 | P32926 | DSG3-coupled beads, scFv-anti-DSG3-GFP binding, flow cytometry; hits give low values | binding (percent of control), % at 10 µM | 310,000 tested, 0.48% active | AID 588358;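 active = binding more than 3 SD below its plate's average and above zero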;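 also: hits lower antibody fragment binding to DSG3; some compounds called inactive have numbers as strong as hits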
Target sequence (P32926 whole entry, looked up, the tested form may be a part): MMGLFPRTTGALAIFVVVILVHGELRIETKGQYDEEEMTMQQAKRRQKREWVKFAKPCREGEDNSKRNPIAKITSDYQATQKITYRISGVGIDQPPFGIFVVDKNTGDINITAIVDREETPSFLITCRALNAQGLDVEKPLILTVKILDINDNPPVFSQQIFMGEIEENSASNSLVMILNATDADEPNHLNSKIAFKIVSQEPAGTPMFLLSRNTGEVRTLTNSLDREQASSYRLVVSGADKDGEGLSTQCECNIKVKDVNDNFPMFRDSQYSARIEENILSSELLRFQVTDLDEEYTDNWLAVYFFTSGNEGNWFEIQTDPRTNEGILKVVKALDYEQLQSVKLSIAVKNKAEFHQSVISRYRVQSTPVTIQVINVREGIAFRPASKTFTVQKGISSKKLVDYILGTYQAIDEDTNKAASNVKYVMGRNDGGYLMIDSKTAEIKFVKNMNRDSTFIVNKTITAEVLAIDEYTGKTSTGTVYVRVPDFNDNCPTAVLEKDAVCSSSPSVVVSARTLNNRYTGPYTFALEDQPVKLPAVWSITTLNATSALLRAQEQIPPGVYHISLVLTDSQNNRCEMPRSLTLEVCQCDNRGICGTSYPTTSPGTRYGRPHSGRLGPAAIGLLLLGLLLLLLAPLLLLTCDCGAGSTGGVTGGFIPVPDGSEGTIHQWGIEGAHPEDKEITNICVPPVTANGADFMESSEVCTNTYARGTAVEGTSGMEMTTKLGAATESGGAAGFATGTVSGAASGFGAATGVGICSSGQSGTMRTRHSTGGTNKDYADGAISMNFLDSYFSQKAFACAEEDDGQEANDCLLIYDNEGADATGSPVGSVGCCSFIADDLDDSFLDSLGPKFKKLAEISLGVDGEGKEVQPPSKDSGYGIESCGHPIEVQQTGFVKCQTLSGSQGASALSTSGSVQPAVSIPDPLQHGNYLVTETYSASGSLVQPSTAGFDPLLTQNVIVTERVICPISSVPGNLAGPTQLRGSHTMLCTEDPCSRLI
HTR5A ag = HTR5A agonism, opioid heterodimer counter-screen; HTR5A agonist assay, luminescence, cell-based; activation, % at 9.3 µM; 340,000 tested, 0.61% active; AID 504692; in the data active = activation mostly above about 9.5%, no sharp cut-off; inactive = mostly below about 7.6%;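 also: 0% = cells with vehicle only and 100% = reference agonist; strong numbers were not always called active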
Mot1-301 SUMO = SUMOylation pathway inhibition by Mot1-301 growth rescue | S. cerevisiae Mot1-301 growth rescue, ATP luminescence, 38.5C; percent above DMSO median, 100 means doubled | growth rescue, % at 18.8 µM | 320,000 tested, 1% active | AID 2716;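 active = every valid replicate shows activation above 250% relative to neutral control wells; inactive = the rest, any valid replicate at or below 250%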;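 also: OY570 slx delta 5 strain wells were the positive control but not used for scaling; some compounds called inactive have numbers as strong as hits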
* marks the source's active call; other numbers are inactive results; nt = no result given.

SMILES | PfHsp90 yeast 2 | Ecoli viability | OPRM1-OPRD1 inv | OPRM1-OPRD1 ag | phage Ecoli inh | HTR5A inv ctr | AddAB inh | PKA-R1A act | DSG3 Ab inh | HTR5A ag | Mot1-301 SUMO
CCCCN(C(=O)CSc1nncn1-c1ccccc1)c1c(N)n(Cc2ccccc2)c(=O)[nH]c1=O | 4 | 0.1 | 14 | -2.2 | 2.5 | -12 | -0.4 | 1 | 84 | 7 | -6
N#Cc1ccc(/C=N/NC(=O)c2cccc(S(=O)(=O)N3CCOCC3)c2)cc1 | 4 | -0.9 | 1 | -0.1 | 3.5 | 7 | 0.3 | -6 | 110 | 1 | -6
Cc1ccc(C2=NOC(C)(c3nnc(-c4ccc(F)cc4)o3)C2)cc1 (configuration not stated) | nt | 0.3 | -6 | 1.1 | 3.0 | -41 | 2.2 | -4 | 99 | 4 | -2
CC1Cc2ccccc2N1C(=O)CSc1nnnn1-c1ccc2c(c1)OCCO2 (configuration not stated) | 1 | 1.6 | 10 | -1.8 | 2.0 | -9 | 0.9 | -2 | 96 | 7 | 16
CC1(C)CC(=O)C(CC(=O)NC2CCCc3ccccc32)C(=O)C1 (configuration not stated) | 29 | 2.9 | 12 | -2.4 | 1.8 | -4 | -0.2 | -3 | 95 | 1 | 15
O=C(O)c1ccccc1-c1ccccc1C(=O)Nc1ccc2c(c1)C(=O)c1ccccc1-2 | nt | nt | 9 | -1.8 | 0.6 | 6 | nt | -14 | 90 | -2 | nt
N#Cc1nc(Cc2ccccc2)oc1NCCCn1ccnc1 | nt | -0.9 | 6 | -0.9 | 2.6 | 4 | 2.6 | 6 | 96 | -2 | -3
Cc1nc(-c2ccc(NC(=O)c3ccccc3)cc2)cs1 | 49 | 0.7 | 2 | -0.4 | 2.6 | 10 | 0.4 | 6 | 104 | 4 | -18
Cc1cc(-c2ccccc2)nc(N(C)N)c1S(C)(=O)=O | 23 | 1.0 | 4 | -0.7 | 2.4 | -3 | 2.8 | -5 | 104 | 1 | 436
C/C(CC(=O)Nc1cc(C)ccn1)=N\NC(=O)c1cccc(C)c1O | 101* | 6.5 | -2 | 0.4 | 11* | -3 | 10 | -1 | nt | 1 | 1
CC1CCN(C(=O)CNC(=O)c2ccc(Br)o2)CC1 | 3 | 0.9 | 17 | -4.7 | 0.9 | -3 | 0.2 | -1 | nt | 2 | -9
CC(=O)Nc1ccc(S(=O)(=O)N(C)Cc2ccccc2)cc1 | 12 | 0.1 | 6 | -1.2 | 1.8 | 14 | 4.1 | 2 | 87 | 6 | -5
COc1ccc(OC)c(C2(O)CSC(=Nc3cccnc3)N2Cc2ccco2)c1 (configuration not stated) | 2 | 2.3 | 0 | 0.1 | 1.7 | 8 | 1.7 | -1 | 104 | 3 | 0
O=C(COc1ccc(-c2ccccc2)cc1)N/N=C/c1ccccc1Br | 8 | -0.1 | 9 | -1.7 | 0.0 | -16 | 3.8 | 4 | 107 | -3 | nt
Cc1ccc(C)c(S(=O)(=O)NCc2ccc(C(=O)N3CCC(Cc4ccccc4)CC3)cc2)c1 | -1 | 0.9 | -18 | 3.3 | 0.8 | -18 | 1.9 | -3 | 99 | 5 | 4
CN(C)/C=C/C(=O)c1ccc(OCCN(C)c2ccccn2)cc1 | -17 | -3.9 | -91 | 20* | 0.5 | -8 | -0.5 | 4 | 94 | 2 | -7
Nc1cccc(N=[N+]([O-])c2cccc(N)c2)c1 | 14 | nt | 10 | -2.0 | 1.3 | 8 | nt | 0 | 105 | -2 | nt
O=C(Nc1nnc(C2CC2)s1)c1cccnc1Oc1ccc(Cl)cc1 | 4 | -1.4 | 9 | -1.8 | 0.3 | 3 | 2.2 | -9 | 103 | 2 | 60
COC(=O)c1cc(S(=O)(=O)NCC2CCN(Cc3cccc(Cl)c3)CC2)c[nH]1 | -3 | 2.3 | 4 | -0.8 | 1.4 | 1 | 0.9 | -15 | 103 | 0 | 172
COc1cc2c(cc1NC(=S)NC(=O)/C=C/c1ccco1)oc1ccccc12 | -3 | -0.4 | 1 | -0.1 | 1.6 | 1 | 2.0 | -2 | 93 | 0 | 1
O=c1[nH]c(CSc2nnc3ccccn23)nc2ccccc12 | -12 | 2.2 | 6 | -1.2 | 0.6 | -9 | 6.4 | 11 | nt | -1 | -12
Cc1ccccc1NS(=O)(=O)c1ccc(C(=O)NCCCN2CCCC2=O)cc1 | nt | -1.7 | 6 | -0.9 | -1.8 | 2 | -3.2 | -16 | 103 | -2 | -14
COc1ccc(-n2c(COc3ccccc3)n[nH]c2=S)cc1 | -3 | 0.3 | 7 | -1.4 | -1.7 | 0 | 1.2 | -9 | 111 | 0 | 217
CC(=O)Nc1cccc(/C(C)=N/NC(=O)c2ccc(O)cc2)c1 | -3 | 0.3 | 9 | -1.8 | 3.7 | 6 | 4.1 | -2 | 108 | -2 | -3
CC(C)c1nc2cc(C(=O)NC(c3cccnc3)C(F)(F)F)ccc2o1 (configuration not stated) | 3 | 1.4 | 2 | -0.3 | 2.5 | -13 | 3.9 | 6 | nt | 6 | 2
CCN(CC(=O)NC)S(=O)(=O)c1ccc(C)cc1 | -19 | -0.2 | 11 | -2.6 | 3.2 | -7 | 2.1 | -7 | 109 | 4 | -4
Cc1cccc(NC(=O)CCC(=O)OCc2ccc(Br)cc2)c1 | -20 | -0.2 | -2 | 0.4 | 2.0 | -17 | 4.9 | -7 | 125 | 3 | -5
Cn1cnnc1SCc1ccc(C(=O)O)cc1 | 5 | -1.0 | 5 | -1.2 | -2.1 | 16 | 1.7 | -8 | 100 | 7 | 1
Cc1cc(S(=O)(=O)Nc2ccc(N(C)C)cc2)c(C)s1 | -5 | -1.0 | -11 | 2.0 | 0.6 | 9 | 1.3 | 6 | 100 | -1 | 4
COCCCNC(=O)Cc1c(C)c2cc3c(cc2oc1=O)OC(C)(C)CC3 | -37 | -0.2 | 17 | -3.7 | 3.6 | 6 | 0.1 | 5 | 101 | -2 | 0
N#Cc1cc(-c2ccc(Cl)cc2)cnc1Sc1ccc(F)cc1 | 0 | -1.5 | 6 | -1.1 | 1.5 | 9 | 0.6 | 0 | 96 | -3 | -10
Cc1cccc(C(=O)NC2CCN(S(=O)(=O)c3cccc(F)c3)CC2)c1 | 14 | nt | -4 | 0.9 | 2.4 | -13 | nt | 2 | 101 | 3 | nt
O=C(COC(=O)c1ccccc1O)Nc1cc([N+](=O)[O-])ccc1Cl | -5 | -0.3 | 8 | -1.5 | 1.4 | -21 | 3.6 | -5 | 78 | -1 | 4
COc1ccc(C(=O)N[C@H](C(=O)NCCCn2nc(C)cc2C)C(C)C)cc1 | 6 | -0.3 | 11 | -3.0 | -0.3 | 25 | 0.3 | -4 | 103 | -10 | 2
CS(=O)(=O)N(CC(=O)NC1CCCC1)c1cccc(F)c1 | 0 | 0.8 | 13 | -2.8 | 0.5 | -39 | 0.4 | -8 | 115 | 0 | -6
O=c1c2c(nc3cc(-c4ccccc4)[nH]n13)CCC2 | 9 | -2.4 | 7 | -1.5 | 1.0 | 15 | 4.6 | -1 | 100 | -2 | -2
Cn1c(N)c(Sc2ccccc2[N+](=O)[O-])c(=O)n(C)c1=O | -11 | 0.9 | -18 | 2.2 | 0.5 | -16 | 1.4 | 2 | 127 | 0 | 2
Cc1ccc(OCCCC(=O)Nc2nccs2)cc1 | -23 | 2.1 | -4 | 0.7 | 0.8 | -10 | 4.8 | -14 | 105 | -1 | -4
O=C(O)C/C=C(\NC(=O)OCc1ccccc1)C(=O)OCc1ccccc1 | 19 | 0.3 | 10 | -1.5 | 3.4 | 8 | 1.0 | 10 | 99 | -3 | -9
CCOC(=O)N1CCC(=NNc2nc(C)cc(=O)[nH]2)CC1 | -17 | -0.4 | 11 | -2.1 | 1.7 | -18 | -1.1 | -19 | 87 | 0 | 3
CNC(=O)CSc1nc(SC)ns1 | nt | -0.6 | 0 | 0.0 | 1.9 | 18 | 2.4 | 0 | 126 | -4 | 10
CCOc1ccc(NC(=O)N2CCC(NC(=O)C(Cc3cccc(F)c3)NC(C)=O)CC2)cc1 (configuration not stated) | -13 | 0.5 | -4 | 0.4 | 0.4 | -1 | 0.1 | -15 | 99 | 0 | -26
COc1c(C)c2c(c(O)c1C/C=C(\C)CCC(=O)O)C(=O)OC2 | 42 | -0.7 | 14 | -2.6 | 4.6 | -20 | 0.7 | -10 | 98 | 10 | 0
CCOc1ccc(N(Cc2cc3cc(OC)ccc3[nH]c2=O)S(C)(=O)=O)cc1 | nt | -2.0 | 8 | -1.5 | 1.6 | 11 | -0.2 | -2 | 104 | -3 | 134
CC(C)C(NC(=O)c1ccccc1)C(=O)OCC(=O)N1CCN(c2ccccc2)CC1 (configuration not stated) | 17 | -0.2 | 17 | -4.4 | 0.7 | -24 | -0.3 | -19 | 103 | 6 | 15
COC(=O)c1ccccc1NC(=O)CSc1nnc(-c2cccnc2)n1C | -22 | -1.7 | 18 | -3.4 | -0.8 | -3 | -1.1 | 2 | 97 | 1 | -5
CC1CCC(C(=O)c2c(O)c3ccccc3oc2=O)CC1 (configuration not stated) | 2 | 0.8 | 9 | -1.9 | 2.0 | 4 | 0.6 | -5 | 102 | 0 | 11
CCOC(=O)C1(Cc2ccccc2)CCCN(C2CCCC2)C1 (configuration not stated) | -3 | 0.8 | 1 | -0.1 | 1.2 | -38 | 4.0 | -3 | 104 | -1 | 5
COc1ccc(NC(=O)CN(C)CC(=O)NC2CCCCC2C)cc1 (configuration not stated) | 1 | -0.2 | 9 | -2.1 | 3.6 | -2 | -1.4 | 2 | 106 | 1 | 6
Cc1ccc(C)c(S(=O)(=O)N2CCCCC2CCNC(=O)C(=O)NCc2cccnc2)c1 (configuration not stated) | 0 | 0.4 | 16 | -3.3 | 1.5 | -12 | 1.7 | -1 | 103 | -1 | 99
COc1ccc(N2CCN(C(=O)CN(c3ccccc3)S(=O)(=O)c3ccc(OC)cc3)CC2)cc1 | nt | -3.9 | 17 | -3.3 | 2.5 | 5 | -2.0 | 1 | 96 | -1 | 3
COc1cc(NC(=O)C2CC(c3ccccc3O)=NO2)c(OC)cc1Cl (configuration not stated) | 5 | 0.4 | 10 | -2.0 | 1.2 | 6 | 3.2 | -4 | 97 | 0 | -1
Clc1ccc(-n2ncc3c(NCc4ccc5c(c4)OCO5)ncnc32)cc1 | nt | -0.6 | -40 | 8.1 | 1.4 | 6 | 5.0 | -4 | 109 | -3 | -10
CCN(CC)C(=O)c1ccc(Oc2ccc([N+](=O)[O-])cc2Cl)cc1 | -39 | 0.9 | -1 | 0.1 | 1.3 | -10 | 1.5 | 8 | 104 | 4 | 9
O=C(Nc1nnc(SCC(=O)N2CCOCC2)s1)c1ccccc1 | -16 | 0.1 | 12 | -2.5 | 1.7 | 11 | 5.0 | 3 | nt | 9 | -7
